Compound activity (PubChem BioAssay)
ERa coact pot: ER-alpha (human) coactivator binding potentiation | actives 1.3% (n = 86,000) | TR-FRET ERalpha-LBD/SRC-Cy5 coactivator binding, 2 h; 100 = basal binding, no effect | coactivator binding (% of control), % at 25.6 µM; in the data active = activity above about 200%;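 note: binding measured in presence of low estradiol as agonist stimulus; 0% = peptide alone without receptor and 100% = receptor with peptide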
Target sequence (P03372 whole entry, looked up, the tested form may be a part): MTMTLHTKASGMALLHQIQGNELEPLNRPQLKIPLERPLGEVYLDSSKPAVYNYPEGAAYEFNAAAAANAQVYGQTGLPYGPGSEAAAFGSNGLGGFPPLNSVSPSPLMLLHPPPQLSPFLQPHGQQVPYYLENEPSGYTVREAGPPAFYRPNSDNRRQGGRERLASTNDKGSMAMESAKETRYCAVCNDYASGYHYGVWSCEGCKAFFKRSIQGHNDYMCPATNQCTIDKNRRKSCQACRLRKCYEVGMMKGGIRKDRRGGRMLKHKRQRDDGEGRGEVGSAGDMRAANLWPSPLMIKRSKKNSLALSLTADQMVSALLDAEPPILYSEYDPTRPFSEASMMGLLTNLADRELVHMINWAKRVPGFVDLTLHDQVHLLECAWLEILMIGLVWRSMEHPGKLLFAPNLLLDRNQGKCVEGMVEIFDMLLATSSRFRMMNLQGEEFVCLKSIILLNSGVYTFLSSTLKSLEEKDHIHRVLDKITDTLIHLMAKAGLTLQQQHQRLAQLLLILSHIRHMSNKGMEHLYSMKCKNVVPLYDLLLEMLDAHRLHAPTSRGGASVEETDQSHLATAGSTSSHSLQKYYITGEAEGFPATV
ERa coact inh: ER-alpha (human) coactivator binding inhibition. P03372. TR-FRET ER-alpha LBD / SRC-1 peptide, estradiol-bound. inhibition, % at 25.6 µM. actives 1.7% (n = 86,000); in the data active = inhibition above about 50%;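 note: 0% = receptor plus peptide control and 100% = peptide only without receptor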
ERb coact inh: blocks coactivator binding to human estrogen receptor beta; Q92731; TR-FRET ER-beta LBD / SRC1-Cy5 peptide binding; receptor agonist-loaded with 1 µM estradiol; inhibition, % at 25.6 µM; actives 1.3% (n = 86,000); AID 633;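 active = compounds whose percent inhibition of the receptor-coactivator binding signal exceeds about 50% in the single-dose screen, limit read from the data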;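 note: 0% = receptor plus peptide wells without compound and 100% = peptide-only wells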
Target sequence (Q92731 whole entry, looked up, the tested form may be a part): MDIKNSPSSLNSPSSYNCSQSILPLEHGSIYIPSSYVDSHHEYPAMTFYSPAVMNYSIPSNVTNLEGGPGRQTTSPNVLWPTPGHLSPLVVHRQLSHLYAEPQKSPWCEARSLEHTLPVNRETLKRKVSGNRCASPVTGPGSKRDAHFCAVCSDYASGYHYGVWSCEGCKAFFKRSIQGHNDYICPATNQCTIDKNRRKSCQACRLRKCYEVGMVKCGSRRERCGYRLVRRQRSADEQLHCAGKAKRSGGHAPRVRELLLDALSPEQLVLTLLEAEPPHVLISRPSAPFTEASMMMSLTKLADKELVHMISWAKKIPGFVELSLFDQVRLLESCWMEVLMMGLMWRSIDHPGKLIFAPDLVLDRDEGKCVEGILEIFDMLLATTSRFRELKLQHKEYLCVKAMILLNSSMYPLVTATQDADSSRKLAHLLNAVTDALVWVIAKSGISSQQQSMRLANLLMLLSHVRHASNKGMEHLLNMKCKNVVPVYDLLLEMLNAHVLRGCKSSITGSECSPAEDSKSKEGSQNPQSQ
H69AR inhibit: growth inhibitors of human H69AR lung tumor cells; actives 6% (n = 85,000); H69AR lung tumor viability, ATP luminescence, 72 h; hits give low values; viability, % at 10 µM; AID 598;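 active = viability at or below 40%; inactive = viability above 40%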;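 note: multidrug resistant small cell line overexpressing MRP-1 efflux transporter; 100% = mean luminescence of untreated control wells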
Smad3 inh: Smad3 (human) transcription factor binding inhibition | actives 0.29% (n = 88,000) | inhibition, % at 25 µM | TR-FRET Smad3/Dy647-FoxH1 peptide binding, europium anti-His;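 active = compounds that reduce the energy-transfer binding signal between the protein and its labelled peptide by more than half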;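 note: 0% = Smad3 plus labelled peptide maximal FRET and 100% = peptide-only background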
sEH act: soluble epoxide hydrolase (human) activation. activation, % at 2 µM. purified human sEH enzymatic activity, activator screen. AID 717. P34913. actives 0.04% (n = 91,000); in the data active = activation above about 37%; note: values of inactives mirror those of a sister screen read the other way
Candida biofilm: kills Candida albicans biofilms | actives 0.14% (n = 85,000) | AID 834 | inhibition, % at 6 µM | C. albicans biofilm + clotrimazole, Alamar Blue;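 active = inhibition above 20%; inactive = inhibition below 20%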;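 note: preformed 24 hr biofilms exposed to compound for 48 hr; 0% = biofilm without compound and 100% = blank killed by clotrimazole plus chlorhexidine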
Lung fibro prol: blocks proliferation of human lung fibroblasts | LL 47 human lung fibroblast viability, ATP luminescence; hits give low values | viability, % at 10 µM | actives 1.1% (n = 85,000) | AID 719;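 active = viability at or below 50% in the single dose screen; inactive = viability above 50%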;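 note: compound exposure lasted 72 h before the ATP readout; 100% = median luminescence of untreated cell-only wells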
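Material: human lung fibroblast line LL 47, low passage; Evaluation: viability percentage against median untreated-cell control; Buffer or medium: 15% FBS in IMEM; Incubation: 72 h compound exposure at 37 °C after overnight plating; Dosing: 0.1% DMSO in all compound wells; Measured by: CellTiter-Glo luminescence.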
HUVEC prolif 384: human endothelial cell proliferation inhibition; HUVEC proliferation, CellTiter-Glo luminescence, 72 h; hits give low values; AID 648; viability, % at 10 µM (by protocol); actives 1.1% (n = 86,000);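 active = viability at or below 30%; inactive = viability above 30%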;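 note: 100% = median luminescence of DMSO-only cell control wells on each plate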
* = called active by the depositor; nt = not tested or not shown; [ ] = remark or other dose. This is a subset. The share of hits here may be higher or lower than overall.

SMILES	ERa coact pot	ERa coact inh	ERb coact inh	H69AR inhibit	Smad3 inh	sEH act	Candida biofilm	Lung fibro prol	HUVEC prolif 384
N#CCCn1cc(/C=N/O)c(-c2ccc(Cl)cc2)n1	102	1	-2[fluorescence artefact?]	95	-20	12	-1	93	101
Cc1c(C(=O)Nc2ccc(F)cc2)oc2ccc(S(=O)(=O)N3CCCC3)cc12	95	5	13[fluorescence artefact?]	71	-2	nt	1	103	95
CCn1c(=N)n(CC(=O)C(C)(C)C)c2ccccc21	99	-1	-4	93	-2	0	5	101	98
Cc1ccc2cc(C(c3nnnn3Cc3ccccc3)N3CCc4ccccc43)c(=O)[nH]c2c1C (stereo not drawn)	84	1	6	53	7	6	4	84	76
O=C(c1nc2ccccc2s1)N1CCN(c2ccccn2)CC1	103[fluorescence artefact?]	-4	0	89	19	-19	-3	96	73
O=C(Oc1ccc(OC(=O)N2CCCCC2)cc1)c1ccccc1	112	-13	-6	103	17	-2	4	94	97
COCCNC(=O)C(c1ccc(C)o1)N(Cc1ccc(F)cc1)C(=O)Cn1nnc2ccccc21 (stereo not drawn)	112	-6	7	81	-2	-5	9	109	97
Cc1ccc(-c2cc(-c3nnc(SCC(=O)N(C)CCC#N)n3N)c3ccccc3n2)cc1	121	1	-1	72	4	9	0	101	91
CCCC(=O)Nc1ccccc1N1CCN(C(=O)C(C)C)CC1	106	-7	-4	91	-1	1	6	99	92
COc1ccc([C@H]2[C@H](C(=O)C(C)(C)C)N3N=Cc4ccccc4C3[C@]23N=C(c2ccccc2)OC3=O)cc1OC (stereo partly drawn)	62[fluorescence artefact?]	1	1[fluorescence artefact?]	84	-1	-6	8	101	92
CC(=O)Nc1ccc(NC(=O)CNS(=O)(=O)c2ccc(C)cc2)cc1	94	-27	0	90	15	11	3	97	98
CCOc1ccc2nc(NC(=O)CSc3nnnn3C3CCCCC3)sc2c1	121	-8	21	1.7*	-16	6	2	91	79
CCn1c(COc2ccc3c(c2)OCO3)nnc1SCC(=O)O	110[fluorescence artefact?]	-8	-3	104	-2	-5	3	105	97
CCOC(=O)N1CCN(Cc2ccccc2F)CC1	146	9	-1	91	-3	0	5	116	102
Cc1cc(C)c(S(=O)(=O)N2CCC(C(N)=O)CC2)cc1C	110	-7	-3	88	-4	1	1	101	93
COc1cc(NC(=O)CN2c3cccc4cccc(c34)S2(=O)=O)cc(OC)c1OC	89	-1	0	79	-5	1	18	94	105
CC(C)(C)NC(=O)Cn1c(SCC(=O)NCc2cccs2)nc2ccccc21	92[fluorescence artefact?]	7[fluorescence artefact?]	2	103	4	-14	8	104	96
N#Cc1cccc(C(c2nnnn2C2CCCC2)N2CCCCCC2)c1 (stereo not drawn)	106	0	-1	84	-3	1	6	105	108
O=C(C1CCN(S(=O)(=O)N2CCCC2)CC1)N1CCCCC1	111	-8	-7	104	5	12	7	90	88
CCCn1c(SCC(=O)N2CCN(c3ccccc3)CC2)nc2ccccc2c1=O	92	-4	-10	86	5[fluorescence artefact?]	13	2	96	94
Cc1c(C)c2ccc(OCc3ccc(C(=O)O)o3)c(C)c2oc1=O	81[fluorescence artefact?]	-14	-10	88	2	5	8	95	90
COc1ccc(Cc2nc3ccc(S(N)(=O)=O)cc3[nH]2)cc1OC	114	-8	6	96	1	2	8	103	95
CCC(=O)NC1(C(F)(F)F)C(=O)Nc2c1c(=O)[nH]c(=O)n2Cc1ccco1 (stereo not drawn)	109	-1	-6	96	4	0	10	100	93
Cn1c(=O)[nH]c(=O)c2c1nc(NCc1ccccc1)n2CCCc1ccccc1	114	-14	5	82	6	10	5	91	82
N#CC1=C(N)Oc2n[nH]c(-c3cccs3)c2C1c1ccsc1 (stereo not drawn)	97	5[fluorescence artefact?]	18	91	13	-3	-2	102	86

Copied from the list:
In Candida biofilm, Cc1c(C)c2ccc(OCc3ccc(C(=O)O)o3)c(C)c2oc1=O is listed with 8
In ERb coact inh, Cn1c(=O)[nH]c(=O)c2c1nc(NCc1ccccc1)n2CCCc1ccccc1 is listed with 5
In H69AR inhibit, N#Cc1cccc(C(c2nnnn2C2CCCC2)N2CCCCCC2)c1 (stereo not drawn) is listed with 84
In ERa coact pot, CCn1c(=N)n(CC(=O)C(C)(C)C)c2ccccc21 is listed with 99

(list continues)
SMILES	ERa coact pot	ERa coact inh	ERb coact inh	H69AR inhibit	Smad3 inh	sEH act	Candida biofilm	Lung fibro prol	HUVEC prolif 384
CCc1nnc(NC(=O)C2CCN(c3nccc(C)n3)CC2)s1	100	1	-3[fluorescence artefact?]	85	1	-9	6	100	89
CC(C)c1cc(C(=O)O)n[nH]1	100	-3	2	102	-4	6	-2	105	90
COC(=O)c1c(NC(=O)CSc2nnc(Cn3nnc4ccccc43)n2C)sc(C)c1C	79	4[fluorescence artefact?]	4	82	9	nt	12	104	93
Cc1ccc(S(=O)(=O)N2CCN(C(=O)CN3CCOCC3)C2C(C)C)cc1 (stereo not drawn)	129	-11	1	92	13	8	3	97	108
CC(=O)Nc1cccc(OCC(O)Cn2cnc3ccccc32)c1 (stereo not drawn)	107	3	4	80	4	13	10	98	90
Cc1cccc(-n2c(N)c(C(=O)NCCN3CCOCC3)c3nc4ccccc4nc32)c1	109	-1	-8	32*	2	nt	nt	100	81
N#Cc1c2n(c3c(=O)n(Cc4ccccc4Cl)cnc13)CCCC2	102	3	2[fluorescence artefact?]	81	-11	4	-2	102	102
O=S(=O)(c1cccc2cccnc12)N1CCN(Cc2ccc3c(c2)OCO3)CC1	119	-9	-9	85	3	nt	7	102	100
CCN(/C=N/c1sc2c(c1C#N)CCCCC2)CC	81	4	-9	75	-6	0	10	99	103
Cc1ccccc1C(=O)NC1CCN(C(=O)N2CCOCC2)CC1	117	-5	-10	97	-3	2	-2	94	106
N#Cc1nc(COc2cccc(Cl)c2)oc1N1CCN(c2ccccc2)CC1	139	-11	1	nt	-2	4	6	108	125
COC(=O)c1[nH]c2ccc(F)cc2c1NS(=O)(=O)c1ccc(OC)cc1OC	90	-4	-2	62	-7	-8	7	85	97
Cc1ccc(C)n1NC(=O)c1cccc(Cl)c1	100	3	-7	113	15	5	3	103	105
O=C1c2cccc3cccc(c23)N1CN1CCN(c2ccccn2)CC1	117	-1	1	87	13	1	6	106	86
CCOc1ccc(NS(=O)(=O)c2ccc3c(c2)CCN3C(=O)CCC(=O)O)cc1	113	-5	3	99	0	nt	4	96	96
CC(=O)Nc1cc(C(=O)N2CCCC2)ccc1Sc1ccc(C)cc1	100	-4	-12	97	1	-7	3	98	88
CCC(=O)NC(C)C(c1cccs1)N1CCOCC1 (stereo not drawn)	122	5	-10	105	7	nt	12	97	99
C=CCSc1n[nH]c(-c2ccc(OCCCC)cc2)n1	99	-3	-6	66	17	-7	6	94	79
Cc1ccc(NC(=O)NC2(C(=O)NCc3ccco3)CCCCC2)cc1	119	15[fluorescence artefact?]	3[fluorescence artefact?]	104	4	13	5	106	101
COCCCn1nnnc1SCC(=O)N1CCCC1	97	-5	-17[fluorescence artefact?]	83	-2	-6	4	102	100
COc1cc(C(=O)N(Cc2cc3cc(C)ccc3[nH]c2=O)CC2CCCO2)cc(OC)c1OC (stereo not drawn)	84	3	41[fluorescence artefact?]	87	-5	nt	13	99	91
O=S(=O)(c1ccc(-c2nnc(SCc3ccccc3)o2)cc1)N1CCCC1	121	-8	-7	111	10	1	6	96	92
COCCN(Cc1cc2ccccc2[nH]c1=O)C(=O)c1ccccc1OC	94	6	11	93	-9	nt	5	95	95
O=C(CCc1c[nH]c2ccccc12)NC1CC1	96	-2	-7	78	13	2	4	110	95
CCn1c(CNC(=O)COC)nc2ccccc21	123	-5	-5	107	3	-8	11	110	105

More structures follow:
SMILES	ERa coact pot	ERa coact inh	ERb coact inh	H69AR inhibit	Smad3 inh	sEH act	Candida biofilm	Lung fibro prol	HUVEC prolif 384
Cc1ccc(OCc2nnc(SCC(=O)c3ccccc3)n2-c2ccccc2)cc1	94[fluorescence artefact?]	27[fluorescence artefact?]	9[fluorescence artefact?]	70	-15	-4	9	102	83
Cc1cc(C)c(C(N)=O)c(Nc2ccc3c(c2)OCCO3)n1	136	-5	-4	96	20	-12	9	96	85
CCc1nnc(NC(=O)CSc2nnc(-c3cc4ccccc4cc3O)n2CC)s1	87	8	6	93	9	nt	4	99	103
Cc1ccc(OCc2nnc(SCc3cc(=O)[nH]c4ccccc34)o2)cc1	127	-8	-5	85	1	-13	7	101	91
CCCCn1c(N)c(-c2nc3ccccc3s2)c2c([N+](=O)[O-])nn(CC)c(=O)c21	95	1	-2	81	-11	-3	1	66	82
Cc1ccc2[nH]c(-c3ccccc3)c(CN3CCOCC3)c(=O)c2c1	103	0	-1	57	2	-2	1	96	80
COc1ccc(NC(=O)CCc2nc(-c3ccc(C)cc3)no2)cc1Cl	110	-1	-2	87	-5	4	8	92	73
COc1ccc2[nH]c3nc(SCc4nnc(-c5ccc(C)cc5)o4)nnc3c2c1	197	81*	64*[fluorescence artefact?]	18*	6	-9	1	68	54
CCOC(=O)/C(C#N)=C1/C=CN(C)C(C)=N1	110	-7	-9	88	10	-6	2	102	88
Cn1c(N)c(C(=O)COC(=O)C2(c3cccc(F)c3)CCCC2)c(=O)n(C)c1=O	118[fluorescence artefact?]	-5	-3[fluorescence artefact?]	85	-5	-2	5	101	76
Cc1ccc(-c2noc(CSc3nnc(-c4cccs4)n3C)n2)cc1	97	3	1	99	-3	-10	1	102	102
CC1(C)CC(=O)C2=C(C1)N(Cc1ccco1)C(=O)C2(NC(=O)c1cccnc1)C(F)(F)F (stereo not drawn)	117	-10	-9	87	-6	-12	4	109	92
CC(=O)Nc1nc(C)c(Oc2ccc(Cl)cc2Cl)c(=O)[nH]1	34	4	30	98	-9	6	-2	100	99
Cc1noc(C)c1C(=O)OCC(=O)c1ccc[nH]1	79	4[fluorescence artefact?]	20	100	-2	16	7	100	95
COc1ccc(N2CCN(C(=O)CSc3nnc(-c4cc5ccccc5cc4O)n3C)CC2)cc1	115	-3	3	88	1	-1	7	90	88
Cc1cc(=O)[nH]c2cc(O)ccc12	95	8	-6	96	-2	-2	6	100	90
CCCOc1c(Br)cc(/C=N/O)cc1OC	108	-9	0	30*	1	13	4	98	63
COCCOC(=O)C1=C(C)NC2=C(C(=O)CC(C)(C)C2)C1c1cccnc1 (stereo not drawn)	129[fluorescence artefact?]	-3	-2	nt	-7	8	7	105	90
CC1=CC(C)C2(CO)COC(c3ccccc3O)C1C2C (stereo not drawn)	169	-7	12	88	-3	9	-1	91	98
COc1ccccc1Oc1ccc2c(c1)C(=O)N(c1ccccc1)C2=O	133	-1	3	71	5[fluorescence artefact?]	12	5	95	53
COc1ccc(-c2nnc(SCC#N)o2)cc1	85	4	-9	93	8	-4	4	104	102
COc1ccc(NC(=O)CSc2nc3ccccc3c(=O)n2CCC(=O)N2CCCCC2)cc1	88	2	10[fluorescence artefact?]	40*	-14	0	8	98	79
Cc1ccc(N2C(N)=NC(N)=NC23CCCC3)c(C)c1	96	38	41	91	-11	-7	8	109	95

Records listed so far marked active in ERb coact inh.
structure,ERa coact pot,ERa coact inh,ERb coact inh,Smad3 inh,sEH act
COc1ccc2[nH]c3nc(SCc4nnc(-c5ccc(C)cc5)o4)nnc3c2c1,197,81*,64*[fluorescence artefact?],6,-9

Complete entries as entered above:
Profile of COc1ccc(Cc2nc3ccc(S(N)(=O)=O)cc3[nH]2)cc1OC → ERa coact pot = 114; ERa coact inh = -8; ERb coact inh = 6; H69AR inhibit = 96; Smad3 inh = 1; sEH act = 2; Candida biofilm = 8; Lung fibro prol = 103; HUVEC prolif 384 = 95
Profile of CCOc1ccc(NS(=O)(=O)c2ccc3c(c2)CCN3C(=O)CCC(=O)O)cc1 → ERa coact pot = 113; ERa coact inh = -5; ERb coact inh = 3; H69AR inhibit = 99; Smad3 inh = 0; sEH act = nt; Candida biofilm = 4; Lung fibro prol = 96; HUVEC prolif 384 = 96
